# HIV fusion peptide – inhibitors of HIV fusion peptide binding, primary screen, biochemical, uHTS, fluorescence dequenching (AID 1986) | cell-free peptide binding, fluorescence dequenching, 30 min; higher % means a stronger effect | inhibition, % at 20 µM; hits with a dose series show IC50 in µM | hit rate 0.3% among 290,000; in the data active means inhibition mostly above about 52%, no sharp cut-off; inactive means mostly below about 76%; further: some results filed as inactive read as strong as hits
# NOD1 inhibition – NOD1 signaling inhibitors, primary screen, cell-based, luminescence, uHTS (AID 1578); NOD1-driven NF-kB luciferase reporter cells, luminescence; higher % means a stronger effect; inhibition, % at 4 µM; hits with a dose series show EC50 in µM; hit rate 1% among 290,000; in the data active means inhibition mostly above about 36%, no sharp cut-off; inactive means mostly below about 34%;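 further: HEK-293T reporter cells stimulated with the NOD1 agonist gamma-tri-DAP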
# KOR beta-arrestin-1 – KOR antagonists, beta-arrestin recruitment, cell-based, luminescence, uHTS (AID 1778); Kappa-type opioid receptor (Homo sapiens); one-dose inhibition, % at 10 µM; IC50 in µM for titrated hits; KOR beta-arrestin recruitment, luminescence, antagonist mode; higher % means a stronger effect; hit rate 0.091% among 290,000; further: strong numbers were not always called active
# West Nile virus CPE – West Nile virus antiviral activity, cell-based, CPE readout (AID 1621). CPE inhibition, % at 10 µM, or IC50 in µM where a hit was titrated. hit rate 0.02% among 290,000. West Nile virus-infected cells, CPE inhibition; higher % means a stronger effect; in the data active means a potency from the dose series; further: strong numbers were not always called active
# KOR beta-arrestin-2 – KOR agonists, beta-arrestin recruitment, primary screen, cell-based, luminescence, uHTS (AID 1777); activation, % at 10 µM; hits with a dose series show EC50 in µM; KOR beta-arrestin recruitment, luminescence; higher % means a stronger effect; hit rate 0.02% among 280,000; in the data active means activation above about 50%, passing the limit was not always enough; further: a part of the inactive calls stands beside numbers as strong as those of hits
# AID2073 – inhibitors of Mint1-CaV2.2 protein interaction, biochemical, HTRF (AID 2073); Voltage-dependent N-type calcium channel subunit alpha-1B (Homo sapiens); HTRF protein-protein interaction, Mint1-CaV2.2; higher % means a stronger effect; inhibition, % at 20 µM, or IC50 in µM where a hit was titrated; hit rate 0.19% among 290,000; in the data active means inhibition mostly above about 51%, no sharp cut-off; further: some results filed as inactive read as strong as hits
# Yfh1-off respiration – enhancers of respiration in Yfh1-depleted yeast, dose response, Friedreich's ataxia, plus single-dose screen (AID 1465) | hit rate 0.074% among 220,000 | fold induction at 50 µM, or EC50 in µM where a hit was titrated | S. cerevisiae Yfh1-off respiration, WST-1 reduction, 72 h; higher fold induction means a stronger effect;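 active means fold induction of absorbance versus untreated yeast above a set limit, then at least 30% activation at any dose in follow-up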;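 further: activators that raise dye reduction in frataxin-depleted yeast; strong numbers were not always called active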
# NOD2 inhibition – NOD2 signaling inhibitors, cell-based, luminescence, uHTS, HEK293 (AID 1566); HEK293 NOD2/NF-kB luciferase reporter, luminescence; higher % means a stronger effect; inhibition, % at 4 µM, or EC50 in µM where a hit was titrated; hit rate 0.63% among 290,000; further: many of its hits are not listed in these tables
# Dengue-2 NS5 capping – Dengue-2 NS5 methyltransferase inhibitors, primary screen, biochemical, confirmation dose response (AID 588689); Genome polyprotein (Dengue virus type 2 (strain 16681-PDK53)); Dengue-2 NS5 methyltransferase capping enzyme assay, biochemical; higher % means a stronger effect; inhibition, % at 25 µM, or IC50 in µM where a hit was titrated; hit rate 0.3% among 340,000; in the data active means a potency from the dose series
# Dengue-2 NS5 capping pilot replicate – second read-out of Dengue-2 NS5 capping, no call of its own (marks repeat the call); inhibition, %; measured here: pilot screen replicate inhibition
# * marks the source's active call; other numbers are inactive results; i = inactive; · = no result given; [ ] = another dose, or the depositor's remark. Unless noted, no stated cut-off is given here; in the data, active means inhibition above about 50%; inactive means the rest. Some of the compounds tested. The share of hits here may be higher or lower than overall.
SMILES,HIV fusion peptide,NOD1 inhibition,KOR beta-arrestin-1,West Nile virus CPE,KOR beta-arrestin-2,AID2073,Yfh1-off respiration,NOD2 inhibition,Dengue-2 NS5 capping,others
CCn1nc(C)c(CNC(=O)c2cc(COc3ccccc3SC)on2)c1C,-1.7%,15%,9%,-0.3%,5.8%,9%,·,39%,4%,
O=C(CCSc1ccc(Cl)cc1)NC1CCCC1,1.9%,-26%,-35%[20 µM],-0.3%,3.6%,0%,·,14%,-5%,Dengue-2 NS5 capping pilot replicate=-3.9
COc1ccc(CNCCc2ccc(Cl)cc2)cc1OCc1ccccc1,0.4%,35%,-28%,-2.0%,2.5%,-1%,i,15%,-1%,
COc1ccc(OC)c(C2N(c3ccc(Cl)cc3)C(=O)C3CCCN32)c1 (configuration not stated),-3.4%,-10%,-12%,0.2%,1.5%,1%,i,-3%,-4%,
Cc1cc(OCc2ccc(F)cc2)nc(-c2ccccc2O)n1,-1.3%,-29%,-5%,0.8%,-5.9%,1%,i,10%,-1%,
CCN1CCN(C(=O)Nc2ccccc2OC)CC1,-3.4%,-10%,-54%,-0.2%,-5.2%,-7%,i,3%,0%,
COc1nc(N)c(S(=O)(=O)c2ccccc2C)cc1C#N,2.8%,2%,-7%,0.8%,1.1%,0%,i,10%,0%,
C/C(=N\NC(=O)CN1CCN(Cc2ccc(C)cc2)CC1)c1ccncc1,0.1%,-5%,0%,-0.4%,-3.0%,8%,i,1%,-9%,
COc1cc(NC(=O)CN2CCC(C(N)=O)(N3CCCCC3)CC2)c(OC)cc1Cl,0.2%,-20%,17%[20 µM],-0.5%,-3.6%,-3%,i,6%,-6%,
c1ccc(COCCCn2cc(-c3ccccc3)nn2)cc1,-1.2%,26%,-29%[20 µM],-1.2%,0.1%,6%,·,17%,2%,
O=C(NCc1cccnc1)c1ccc(COc2ccccc2Cl)o1,-0.2%,-17%,-67%[20 µM],-1.4%,·,14%,i,35%,-8%,
Oc1ccc(Cl)cc1N=Nc1ccccc1,-2.6%,-34%,2%,-0.4%,-1.9%,-3%,·,-6%,-2%,
COc1cc2c(cc1OC)/C(=C/C(=O)c1ccccc1)NCC2,0.2%,6%,4%,1.2%,-1.8%,-6%,·,6%,-7%,
COc1ccc(-c2cc(C(=O)Nc3ccc(C(N)=O)cc3)c3ccccc3n2)cc1,0.3%,-13%,-54%,0.4%,2.7%,14%,·,-45%,-8%,
O=S(NCc1ccccc1)C12CC3CC(CC(C3)C1)C2 (configuration not stated),-0.6%,-5%,9%,0.4%,-1.2%,20%,i,13%,-3%,
O=C(NC(=S)Nc1ccc(N2CCCC2)cc1)c1ccc(F)cc1,0.3%,-10%,-9%,-1.2%,2.7%,-9%,·,-1%,8%,
Cc1cc(C)c(C)c(C(=O)CSc2nnc(C)c(=O)[nH]2)c1C,2.8%,-23%,18%,0.5%,-1.4%,-23%,i,-5%,·,
COCCCNC(=O)Cn1c(=O)n(CCCCCC(=O)NCc2ccc3c(c2)OCO3)c(=O)c2sccc21,0.2%,-4%,-9%,1.7%,4.3%,0%,i,38%,-6%,
COCC(C)n1c(COc2ccccc2F)nnc1SCc1c(C)noc1C (configuration not stated),1.6%,-24%,22%,-0.4%,0.7%,-10%,i,2%,1%,
CCC1(CC)Cc2ccccc2C(Nc2c(C)n(C)n(-c3ccccc3)c2=O)=N1,-1.8%,-2%,-26%,-0.1%,18%,-4%,i,15%,8%,
CCS(=O)(=O)c1ccc(O)c(NC(=O)COc2ccccc2)c1,-0.5%,-4%,-29%,·,8.7%,2%,·,-68%,7%,
Cc1ccc(S(=O)(=O)N2CCN(C)CC2)cc1[N+](=O)[O-],-1.6%,-3%,-37%,0.3%,4.4%,4%,i,-14%,5%,
Cc1[nH]n(-c2ccccc2)c(=O)c1/C=N/N(C)c1ccccc1,-1.8%,14%,29%,-0.1%,-2.7%,-12%,i,-7%,-3%,
O=C(C1CCC1)N1CCCc2cc(S(=O)(=O)N3CCN(c4ccccc4)CC3)ccc21,-2.4%,-32%,-38%,0.4%,2.3%,7%,·,16%,1%,
NC(=O)C(c1ccc(Br)cc1)c1ccc(C(=O)c2ccccc2)cc1 (configuration not stated),0.1%,-2%,5%,-1.6%,-1.3%,7%,·,-1%,-1%,
# Remaining list, next part:
SMILES,HIV fusion peptide,NOD1 inhibition,KOR beta-arrestin-1,West Nile virus CPE,KOR beta-arrestin-2,AID2073,Yfh1-off respiration,NOD2 inhibition,Dengue-2 NS5 capping,others
CC1(c2ccccc2)NC(=O)N(CC(=O)Nc2ccc(S(N)(=O)=O)cc2)C1=O (configuration not stated),0.0%,-8%,-19%,-0.3%,0.0%,-4%,·,3%,-3%,
O=C(COC(=O)C1CC2C=CC1C2)NCc1ccccc1Cl (configuration not stated),0.6%,-25%,11%,-0.2%,-0.5%,4%,i,3%,-4%,
O=C1CN(c2cc(Cl)cc(Cl)c2)C(=O)CN1/N=C/c1cccnc1,-1.1%,-13%,-4%,1.4%,-3.0%,4%,i,-36%,8%,
COc1cc(-c2noc(-c3ccco3)n2)cc(OC)c1OC,-0.5%,-30%,-4%,0.2%,1.7%,0%,i,6%,-1%,
O=C(CN1CCCCC1)N/N=C/c1ccc(Cl)cc1Cl,-0.5%,-21%,-90%[20 µM],-0.1%,-2.5%,12%,·,8%,2%,
NC(=S)N/N=C/c1ccc(Br)o1,-1.4%,-50%,23%,-0.1%,-1.5%,13%,i,4%,-7%,
O=C(O)Cc1ccc(N=Cc2c(O)ccc3ccccc23)cc1,14%,-13%,-12%,-0.2%,-1.7%,-2%,i,3%,11%,
CCCc1cc(=O)[nH]c(SCC(=O)N(CC(C)C)C2CCS(=O)(=O)C2)n1 (configuration not stated),-1.1%,-11%,16%,0.7%,-8.7%,-4%,i,14%,-2%,
COc1ccc2nc(NC(=O)C(NS(=O)(=O)c3cccc4nsnc34)C(C)C)sc2c1 (configuration not stated),1.2%,-33%,3%,·,7.1%,-5%,·,8%,-3%,
COc1cccc(CNS(=O)(=O)c2csc(C(N)=O)c2)c1,-0.8%,-16%,-24%,0.1%,1.7%,10%,·,12%,-5%,
COc1ccccc1CCNC(=O)CCSc1nc(-c2ccco2)cc(C(F)(F)F)n1,14%,18%,-41%,0.2%,9.2%,7%,i,5%,-7%,
CC(=O)N1CCc2cc(C(=O)CN3CCN(c4ccccc4F)CC3)ccc21,-1.3%,-6%,-40%,-0.1%,-1.2%,-2%,i,2%,-3%,
O=C(O)c1ccc(S(=O)(=O)N(Cc2ccc(F)cc2)C2CCCCC2)cc1,8.5%,-8%,-5%,0.0%,-3.8%,13%,·,8%,4%,Dengue-2 NS5 capping pilot replicate=0.9
CCN(CC)C(=O)c1cc(Cl)ccc1NC(=O)c1ccco1,-0.1%,-10%,16%,-0.3%,2.9%,5%,i,-4%,-5%,
CCOC(=O)C1C(c2ccc(C(=O)O)cc2)NC(=O)NC1(O)C(F)(F)F (configuration not stated),1.0%,-19%,-8%,-0.1%,-1.5%,5%,·,11%,3%,
Cc1ccc(NC(=O)CCCCCN2C(=O)c3ccccc3C2=O)nc1,1.6%,-20%,4%,-0.1%,7.6%,13%,i,3%,6%,
COc1cc([N+](=O)[O-])ccc1NC(=S)NNC(=O)CCC(=O)Nc1ccccc1Cl,1.3%,-15%,19%,-0.6%,4.0%,6%,·,7%,0%,
Cc1onc(-c2ccccc2Cl)c1C(=O)N(Cc1nc(-c2ccccc2)no1)C1CCCCC1,-1.5%,55%,24%,-0.7%,0.3%,-3%,i,-14%,-4%,
O=C1C=C(Nc2ccccc2)c2ccccc2C1=O,-3.3%,-25%,-63%,-0.9%,-4.4%,7%,i,24%,·,
COC(=O)C1=C(C)Nc2c(c(=O)n(C)c(=O)n2C)C1c1ccc(Cl)cc1 (configuration not stated),-3.3%,6%,-5%,0.6%,-0.7%,11%,i,11%,-7%,
CN(CCNC(=O)Cn1c(=O)sc2ccccc21)Cc1ccccc1,1.7%,-2%,15%,-0.5%,1.4%,0%,i,11%,-1%,
O=C(Cc1nc2ccccc2[nH]1)c1ccc([N+](=O)[O-])cc1,9.3%,5%,9%,-0.5%,-5.7%,-6%,i,-10%,-8%,
COc1ccnc(Oc2ccccc2)c1C(=O)N/C=N/OCc1ccccc1,-1.3%,-11%,-17%,0.6%,-5.2%,3%,i,7%,4%,
Cc1ccc(-n2ncc3c2CCCC3NC(=O)c2cnccn2)cc1C (configuration not stated),-0.5%,·,-29%,-1.4%,4.3%,7%,·,·,-5%,
OCCN1CCN(Cc2cccc(Oc3ccc(Cl)cc3)c2)CC1,0.3%,-16%,-10%,-1.2%,0.1%,2%,i,12%,-7%,
C=C(C)CSCc1nc2ccccc2[nH]1,-1.6%,-9%,18%,-0.2%,-1.7%,7%,i,-18%,·,
Cc1nn(C)c(NC(=O)c2ccccc2Cl)c1Br,-0.2%,-10%,-43%,-0.3%,1.5%,6%,·,-26%,1%,
Cc1ccc(C(=O)N2CCN(C(=O)c3ccccc3)C2c2ccc(N(C)C)cc2)cc1 (configuration not stated),-3.6%,-21%,·,-0.8%,-3.9%,-2%,i,6%,-3%,
